Source: PubChem BioAssay
APOBEC3G inh – blocks human APOBEC3G single-stranded DNA deamination | Q9HC16 | AID 493012 | recombinant A3G, ssDNA deamination FAM/TAMRA fluorescence | inhibition, % at 20 µM | actives 0.28% (n = 330,000);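 active = inhibition of at least 40% at 20 µM, with no more than 30% in the related APOBEC3A deaminase screen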;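 note: plate controls were DMSO wells with A3G for no effect and wells lacking A3G enzyme for full effect; some compounds called inactive have numbers as strong as hits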
APOBEC3A inh – blocks human APOBEC3A ssDNA deamination; recombinant A3A, FAM/TAMRA ssDNA deamination fluorescence; inhibition, % at 20 µM; actives 0.41% (n = 330,000); P31941; AID 493011;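 active = at least 40% inhibition at 20 µM here, with at most 30% in a related deaminase screen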;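 note: plate controls were A3A with DMSO for no effect and wells lacking A3A enzyme for full effect; some results filed as inactive read as strong as hits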
Target sequence (P31941 whole entry, looked up): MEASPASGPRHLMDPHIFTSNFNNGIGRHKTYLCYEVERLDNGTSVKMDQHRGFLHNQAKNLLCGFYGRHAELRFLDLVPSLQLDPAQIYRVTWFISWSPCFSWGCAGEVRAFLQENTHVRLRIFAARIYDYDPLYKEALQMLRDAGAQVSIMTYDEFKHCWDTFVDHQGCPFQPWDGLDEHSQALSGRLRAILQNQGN
mIAP block – blocks mouse intestinal alkaline phosphatase | actives 0.2% (n = 330,000) | purified mouse IAP, CDP-Star luminescence, 30 min | inhibition, % at 10 µM;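 active = inhibition of at least 40% at 10 µM in the primary screen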;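 note: plate controls were DMSO with enzyme for no effect and no enzyme wells for full effect; values of inactives mirror those of a sister screen read the other way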
MPTP block – blocks calcium-induced mitochondrial swelling | isolated mouse mitochondria, Ca2+ swelling absorbance, 30 min | inhibition, % at 10 µM | actives 1.4% (n = 360,000) | AID 602449;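 active = inhibition of 50% or more, scaled per plate between neutral and stimulator controls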;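 note: 0% = DMSO wells given calcium and 100% = 1 mM EGTA wells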
mIAP act – increases mouse intestinal alkaline phosphatase activity; actives 0.24% (n = 330,000); activation factor at 10 µM; muIAP, CDP-Star luminescence, 30 min; active compounds read high; 1 = vehicle-only enzyme signal, 0 = enzyme-free wells; AID 2805;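 active = activation factor of at least 2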; note: the source names both 10 and 20 µM as test concentration; values of inactives mirror those of a sister screen read the other way
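Assay system: mouse IAP enzyme; reagent: chemiluminescent substrate CDP-Star; dosing: test compounds delivered from DMSO solution; schedule: 30 min at room temperature; measured by: luminescence from enzymatic CDP-Star hydrolysis; controls: DMSO-only wells and no-enzyme negative control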
ATG4B inhibitor – inhibitors of human ATG4B cysteine protease; AID 504462; Q9Y4P1; actives 0.51% (n = 340,000); inhibition, % at 8.33 µM; ATG4B cleavage of LC3-PLA2, NBD-HPC fluorescence, 1 h; in the data active = inhibition above about 40%
beta cell repl – MIN6 beta-cell proliferation induction; MIN6 cells proliferation, ATPlite luminescence, 48 h; cells starved in 0.2% serum; 100% = growth in 10% serum; proliferation, % at 10 µM; actives 0.29% (n = 330,000); AID 2380;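 active = compounds whose signal lies at least 3.5 SD above the mean of all wells on their plate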;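 note: 0% = DMSO-treated cells in low-serum medium and 100% = 10% serum control; some compounds called inactive have numbers as strong as hits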
hIAP act – human IAP activation; P09923; purified human IAP, CDP-Star luminescence, 30 min; active compounds read high; 1 = vehicle-only enzyme, 0 = enzyme-free background; activation factor at 10 µM; actives 0.16% (n = 330,000);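 active = activation factor of the enzyme at least 2-fold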; note: the source names both 10 and 20 µM as test concentration; values of inactives mirror those of a sister screen read the other way
Target sequence (P09923 whole entry, looked up): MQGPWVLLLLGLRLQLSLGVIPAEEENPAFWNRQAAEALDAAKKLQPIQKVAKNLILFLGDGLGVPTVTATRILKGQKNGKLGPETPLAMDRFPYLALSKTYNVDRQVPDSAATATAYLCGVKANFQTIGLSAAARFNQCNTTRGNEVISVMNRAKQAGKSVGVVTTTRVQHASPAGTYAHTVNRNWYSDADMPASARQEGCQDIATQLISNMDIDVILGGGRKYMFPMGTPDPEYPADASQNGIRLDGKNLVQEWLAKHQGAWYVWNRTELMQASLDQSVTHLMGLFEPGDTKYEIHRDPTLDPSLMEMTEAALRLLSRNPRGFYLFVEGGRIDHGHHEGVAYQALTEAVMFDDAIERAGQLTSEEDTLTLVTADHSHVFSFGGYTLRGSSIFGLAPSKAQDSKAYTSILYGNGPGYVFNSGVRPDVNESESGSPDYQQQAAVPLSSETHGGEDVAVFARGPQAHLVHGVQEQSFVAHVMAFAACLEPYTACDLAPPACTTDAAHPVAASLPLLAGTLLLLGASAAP
hIAP inh – blocks human intestinal alkaline phosphatase | inhibition, % at 10 µM | purified IAP, CDP-Star luminescence, 30 min | AID 2544 | P09923 | actives 0.12% (n = 330,000);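 active = inhibition reaching a set limit with compound at 10 µM in the primary screen, cut at about 35% in these data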;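 note: plate controls were DMSO wells with enzyme for no effect and no-enzyme buffer wells for full effect; values of inactives mirror those of a sister screen read the other way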
* = called active by the depositor; x = not tested or not shown.

1) Cc1ccc(NS(=O)(=O)c2ccc(C(=O)N3CCOCC3)cc2)cc1
2) COc1cccc(NS(=O)(=O)Cc2ccccc2)c1
3) Cc1cccnc1NC(=O)c1ccc2c(c1)OCCO2
4) CC(=O)c1cccc(NC(=O)C2CC(=O)N(CCc3ccccc3)C2)c1 (stereo not drawn)
5) C/C(=N\NC(=O)COc1cccc2ccccc12)c1cccs1
6) O=C(N[C@H]1C/C=C\C(c2ccc(F)cc2)N(Cc2ccccc2)C(=O)C1)OCC1c2ccccc2-c2ccccc21 (stereo partly drawn)
7) O=C(Nc1ccc(N2CCOCC2)cc1N1CCOCC1)c1ccc(F)cc1
8) CC1CN(C(=O)c2cc(S(=O)(=O)N3CCCC3)ccc2Cl)CC(C)O1 (stereo not drawn)

screen / no. | 1 | 2 | 3 | 4 | 5 | 6 | 7 | 8
APOBEC3G inh | -6.2 | 1.4 | -10.4 | -4.1 | -7.7 | 2.0 | -4.0 | 12.9
APOBEC3A inh | 1.7 | 5.5 | -0.7 | 3.2 | -3.0 | 0.7 | -1.4 | 7.2
mIAP block | 1.0 | -7.7 | -2.4 | -0.7 | -6.0 | -4.3 | 0.8 | -9.6
MPTP block | 1.7 | -1.0 | -0.6 | 1.1 | -0.7 | 0.3 | 0.0 | -2.0
mIAP act | 0.99 | 1.08 | 1.02 | 1.01 | 1.06 | 1.04 | 0.992 | 1.1
ATG4B inhibitor | 4.5 | -16.2 | 9.0 | -5.7 | -3.6 | 5.9 | 3.0 | -5.2
beta cell repl | -0.8 | -0.8 | 3.3 | -1.7 | -2.6 | x | -3.1 | 0.1
hIAP act | 1 | 1.1 | 0.975 | 1.04 | 1.02 | x | 1.04 | 1.21
hIAP inh | 0.0 | -9.9 | 2.5 | -3.7 | -1.8 | x | -4.0 | -21.0

9) C[C@H](NC(=O)c1[nH]cnc1C(=O)Nc1ccc(CNC(=O)OC(C)(C)C)cc1)C(=O)OCc1ccccc1
10) CC(NCCS(=O)(=O)c1ccc(Cl)cc1)c1cccc(Cl)c1 (stereo not drawn)
11) COc1ccc2c(c1OC)C(=O)OC2Nc1ncc(Br)cc1Br (stereo not drawn)
12) O=C1CCCc2ccccc2N1Cc1ccccc1Cl
13) N#Cc1ccc2c(c1)nnn2-c1ccccc1
14) O=C1c2ccccc2C(=O)N1CCc1nc(-c2ccncc2)no1
15) CCc1noc(C)c1C(=O)Nc1ccc(F)c(F)c1
16) CC(=O)N1CCN(c2ccc(NC(=O)c3ccc4c(c3)OCCO4)cc2)CC1

screen / no. | 9 | 10 | 11 | 12 | 13 | 14 | 15 | 16
APOBEC3G inh | -9.2 | -8.0 | -0.7 | -3.2 | -7.6 | 0.6 | -4.8 | -5.7
APOBEC3A inh | -1.4 | 4.4 | -0.2 | 3.3 | -2.9 | 3.5 | 12.7 | -5.8
mIAP block | 5.9 | 9.5 | 1.8 | -1.7 | -3.7 | -0.1 | -1.3 | 10.7
MPTP block | 0.5 | 1.4 | 1.9 | -1.1 | 2.6 | 2.6 | -1.4 | -1.8
mIAP act | 0.941 | 0.905 | 0.982 | 1.02 | 1.04 | 1 | 1.01 | 0.893
ATG4B inhibitor | -11.8 | -0.8 | 0.9 | -3.2 | -9.7 | -11.8 | 5.1 | -0.2
beta cell repl | -8.3 | 0.0 | 1.1 | -2.9 | -3.8 | -2.2 | -1.2 | -2.9
hIAP act | 1.33 | 0.861 | 1.08 | 1.21 | 1.14 | 0.964 | 1.19 | 0.844
hIAP inh | -32.6 | 13.9 | -8.0 | -21.4 | -14.2 | 3.6 | -18.9 | 15.6

17) Cc1cc(C)cc(NC(=O)N(C)Cc2ccccc2)c1
18) COCC1CCN(C(=O)c2oc3c(F)cccc3c2C)C1 (stereo not drawn)
19) O=C(O)c1ccc(NCc2nc3ccccc3n2Cc2ccccc2F)cc1
20) COc1cc(CNc2nc3ccccc3s2)cc(OC)c1OC
21) O=C(CN1CCC(O)(c2ccccc2F)CC1)NCCc1c[nH]c2ccccc12
22) Cc1cc(C(=O)O)ccc1NCc1cccnc1
23) CCC(C)(C(=O)NC1CCCC1)N(C(=O)CNC(=O)c1ccccc1)c1c(C)n(C)n(-c2ccccc2)c1=O (stereo not drawn)
24) O=C1NC(c2ccc(Cl)cc2)=COc2ccccc21

screen / no. | 17 | 18 | 19 | 20 | 21 | 22 | 23 | 24
APOBEC3G inh | -2.5 | -1.2 | 15.2 | -8.1 | 0.4 | -0.6 | 0.6 | -12.7
APOBEC3A inh | 0.2 | -4.7 | 13.3 | -4.1 | 1.4 | -5.1 | 1.6 | -4.6
mIAP block | -4.1 | -7.5 | -3.4 | -17.0 | -4.2 | -3.9 | 3.0 | 6.1
MPTP block | 0.2 | 1.7 | -0.3 | 0.9 | -0.9 | 0.2 | 1.1 | -1.0
mIAP act | 1.04 | 1.07 | 1.03 | 1.17 | 1.04 | 1.04 | 0.97 | 0.939
ATG4B inhibitor | -8.7 | -4.7 | 8.6 | 3.1 | -5.9 | 1.4 | 0.2 | -2.9
beta cell repl | -2.6 | 4.5 | -1.9 | -1.7 | -0.7 | -4.0 | -1.9 | 0.7
hIAP act | 0.913 | 1.1 | 0.976 | 1.21 | 1.3 | 1.08 | 1.02 | 0.921
hIAP inh | 8.7 | -9.9 | 2.4 | -21.2 | -29.9 | -8.5 | -2.1 | 7.9

25) CC(C)(C)OC(=O)NCCCCCNC(=O)c1[nH]cnc1C(=O)Nc1cccc(Cl)c1
26) Nc1nnc(SCC(=O)Nc2ccc3c(c2)OCCO3)s1
27) Cc1ccc(N=CC2=C(O)CC(c3ccc(Cl)cc3)CC2=O)cc1 (stereo not drawn)
28) O=[N+]([O-])c1ccc(Cl)c2c1C1C=CCC1C(c1ccccn1)N2 (stereo not drawn)
29) CCN1C(=O)[C@H]2[C@@H](c3ccc(-c4cccc(Cl)c4)cc3)N[C@@](Cc3ccccc3)(C(=O)OC)[C@H]2C1=O
30) Cc1ccc(CNC(=O)CNC(=O)[C@@H]2Cc3ccccc3CN2)cc1
31) COC(=O)c1c(NC(=O)C2CCCCC2)sc2c1CC(C)(C)NC2(C)C
32) Cn1c(SCC(=O)N/N=C/c2ccccn2)nnc1-c1ccccc1

screen / no. | 25 | 26 | 27 | 28 | 29 | 30 | 31 | 32
APOBEC3G inh | -8.8 | -4.9 | -4.1 | 12.9 | 0.5 | -2.6 | 0.1 | -4.9
APOBEC3A inh | -3.1 | -3.4 | 0.1 | 14.3 | -1.2 | -3.0 | 1.2 | -2.4
mIAP block | 1.1 | 6.1 | 6.9 | 19.4 | 8.3 | 5.4 | 1.3 | 10.4
MPTP block | 0.3 | -0.7 | 3.2 | 2.0 | 1.0 | -0.8 | 67.2* | -0.1
mIAP act | 0.989 | 0.939 | 0.931 | 0.806 | 0.917 | 0.946 | 0.987 | 0.896
ATG4B inhibitor | -0.8 | -5.4 | -1.7 | 0.5 | -10.4 | 0.5 | -5.8 | 0.6
beta cell repl | 3.9 | -3.5 | -2.6 | -6.0 | -7.2 | 2.7 | -4.5 | -2.9
hIAP act | 1.35 | 1.12 | 0.902 | 0.971 | 0.908 | 1.04 | 0.888 | 1.02
hIAP inh | -35.3 | -12.2 | 9.8 | 2.9 | 9.2 | -4.4 | 11.2 | -2.5

33) CC(C)N(Cc1c(O)ccc2c(=O)c(-c3ccc(Cl)cc3)coc12)C(C)C
34) Cc1ccc2nc(N/N=C/c3ccco3)cc(C)c2c1
35) O=C(Nc1ccc(S(=O)(=O)N2CCCCCC2)cc1)C1CCCO1 (stereo not drawn)
36) COc1ccccc1C(=O)COC(=O)c1c(-c2ccccc2)noc1C
37) O=C(Nc1ccc2ncccc2c1)c1cc(Cl)ccc1Cl
38) O=C(Nc1cccc2ccccc12)c1ccc([N+](=O)[O-])cc1
39) CCCS(=O)(=O)c1c(S(=O)(=O)CCC)c2c(C)cccn2c1C(=O)N/N=C/c1cc(O)cc(O)c1
40) NC(N)=Nc1nc(-c2ccccc2)c2ccccc2n1

screen / no. | 33 | 34 | 35 | 36 | 37 | 38 | 39 | 40
APOBEC3G inh | -4.4 | -5.2 | 0.3 | -9.0 | -5.9 | -3.6 | -3.5 | -2.6
APOBEC3A inh | -6.5 | -5.4 | -1.8 | -0.4 | -0.7 | -3.9 | -2.6 | -0.2
mIAP block | 1.8 | -12.2 | -2.7 | -4.6 | 9.9 | -2.9 | -9.1 | 11.2
MPTP block | -1.2 | 0.1 | -0.6 | 1.1 | 0.7 | -0.4 | 0.8 | 12.2
mIAP act | 0.982 | 1.12 | 1.03 | 1.05 | 0.901 | 1.03 | 1.09 | 0.888
ATG4B inhibitor | 4.8 | 12.9 | -2.8 | 17.0 | -8.4 | -0.3 | -12.1 | 4.1
beta cell repl | -1.8 | -3.7 | 2.4 | -3.5 | 0.6 | -2.6 | -7.5 | -3.3
hIAP act | 1.06 | 1.04 | 1.07 | 1.07 | 0.939 | 1.16 | 1.26 | 0.86
hIAP inh | -5.9 | -4.0 | -7.5 | -7.3 | 6.1 | -15.8 | -26.5 | 14.0

41) CCCCNC(=O)Nc1ccccc1Br
42) C=CCn1c(SCC(=O)Nc2sccc2C(N)=O)nc2ccccc2c1=O
43) CC(C)(CNC(=O)c1cccc(S(=O)(=O)Nc2ccc(Br)cc2)c1)N1CCOCC1
44) CN(C(=O)c1cncc(Br)c1)C1C2CC3CC(C2)CC1C3 (stereo not drawn)
45) N#Cc1cn(Cc2cccc(Cl)c2)c2ccccc12
46) NS(=O)(=O)c1ccc(NC(=S)Nc2ccc(Br)c(Cl)c2)cc1
47) O=C(/C=C/c1cccc([N+](=O)[O-])c1)c1ccc2c(c1)OCCO2
48) Cc1nnc(SCC(=O)N(CC(C)C)C2CCS(=O)(=O)C2)s1 (stereo not drawn)

screen / no. | 41 | 42 | 43 | 44 | 45 | 46 | 47 | 48
APOBEC3G inh | -1.6 | -1.3 | -12.3 | -3.6 | -1.3 | -6.3 | -3.5 | -7.5
APOBEC3A inh | 1.9 | 1.7 | 1.0 | -5.3 | 1.7 | -2.2 | 6.2 | 3.5
mIAP block | -3.1 | 10.1 | -1.3 | -6.0 | -8.5 | 3.2 | -1.6 | -5.0
MPTP block | 4.8 | 25.0 | 2.0 | -1.8 | 0.5 | 101.5* | 1.5 | 0.6
mIAP act | 1.03 | 0.899 | 1.01 | 1.06 | 1.08 | 0.968 | 1.02 | 1.05
ATG4B inhibitor | 7.4 | 9.0 | -3.8 | -4.3 | 10.3 | 1.9 | -3.4 | -4.6
beta cell repl | 0.0 | -0.5 | -1.2 | -2.8 | -3.1 | -5.2 | -6.9 | -1.2
hIAP act | 1.05 | 0.94 | 1.01 | 0.839 | 0.942 | 0.951 | 0.964 | 1.09
hIAP inh | -4.9 | 6.0 | -1.4 | 16.1 | 5.8 | 4.9 | 3.6 | -8.9
